Compound activity: PubChem BioAssay, National Center for Advancing Translational Sciences (NCATS)
JMJD2A Tudor: blocks the human JMJD2A Tudor domain; 390,000 compounds, 4.4% hits; AlphaScreen JMJD2A-Tudor / H3K4me3 peptide binding; Potency, µM (doses to about 114 µM), for the others: at the highest dose activity change, negative = inhibition, hits mostly inhibitors; AID 504339; further: potency means the concentration at half of the fitted maximal effect; on the % scale 0 is the no-effect control and ±100 the full control effect; nearly all actives have a fitted effect of over 50% in size
ALOX12 inh: ALOX12 (human) lipoxygenase inhibition; Potency, µM (series often up to 108 µM), without a hit: top-dose activity change, negative = inhibition, usual class: inhibitors; 580,000 compounds, 1.1% hits; AID 1671190; P18054; purified 12hLO, xylenol orange hydroperoxide absorbance; further: potency means the concentration at half of the fitted maximal effect; on the % scale 0 is the no-effect control and ±100 the full control effect
Target sequence (P18054 whole entry, looked up): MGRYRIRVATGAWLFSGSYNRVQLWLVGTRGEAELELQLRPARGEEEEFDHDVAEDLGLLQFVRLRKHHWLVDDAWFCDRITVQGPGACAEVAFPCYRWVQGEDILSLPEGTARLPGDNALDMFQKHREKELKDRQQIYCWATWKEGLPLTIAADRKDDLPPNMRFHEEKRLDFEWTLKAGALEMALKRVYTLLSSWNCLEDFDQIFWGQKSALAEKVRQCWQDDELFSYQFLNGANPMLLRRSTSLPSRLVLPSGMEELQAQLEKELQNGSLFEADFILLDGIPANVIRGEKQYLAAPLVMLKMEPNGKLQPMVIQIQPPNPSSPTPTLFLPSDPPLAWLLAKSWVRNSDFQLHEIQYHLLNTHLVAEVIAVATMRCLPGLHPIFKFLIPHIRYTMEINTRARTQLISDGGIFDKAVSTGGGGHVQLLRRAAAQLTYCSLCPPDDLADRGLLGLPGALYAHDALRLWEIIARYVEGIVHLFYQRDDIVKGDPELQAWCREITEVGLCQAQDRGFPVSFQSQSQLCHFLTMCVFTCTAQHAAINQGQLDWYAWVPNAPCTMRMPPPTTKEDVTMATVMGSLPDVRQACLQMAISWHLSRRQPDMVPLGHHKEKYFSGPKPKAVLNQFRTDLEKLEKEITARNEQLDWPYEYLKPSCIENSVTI
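Purified human 12hLO (150 nM final) in 25 mM Hepes, 0.01% Triton X-100, pH 7.0 was preincubated 15 min at room temperature with compound. Then 40 uM arachidonic acid was added, 30 min. Hydroperoxide was read by Fe-XO absorbance ratio 573/405 nm.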
BAZ2B block: blocks human BAZ2B; AlphaScreen BAZ2B-H3K14Ac peptide displacement; 360,000 compounds, 4.4% hits; Potency, µM (doses to about 114 µM), for inactives: at the highest dose activity change, negative = inhibition, actives largely listed as inhibitors; Q9UIF8; further: potency means the concentration at half of the fitted maximal effect; on the % scale 0 is the no-effect control and ±100 the full control effect; nearly all actives have a fitted effect of over 60% in size
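AlphaScreen luminescence quantifies BAZ2B engagement of H3K14Ac peptide; the protein and biotinylated peptide are both at 50 nM final, buffer PBS pH 7.4 with 0.01% Tween-20, all steps at room temperature.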
HP1b binding inh: inhibitors of HP1-beta chromodomain binding to methylated histone tails; P83916; Potency, µM (doses to about 114 µM), for the others: at the highest dose activity change, negative = inhibition, most hits filed as inhibitors; AlphaScreen HP1-beta / biotin-H3K9me3 peptide binding; 390,000 compounds, 0.56% hits; further: potency means the concentration at half of the fitted maximal effect; nearly all actives have a fitted effect of over 70% in size; inactives centre near 23
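HP1-beta protein (50 nM final) preincubated 30 min at room temperature with biotinylated H3(1-18)K9me3 peptide (50 nM) in PBS pH 7.4, 0.01% Tween-20, then compound added for 30 min. AlphaScreen streptavidin donor/nickel chelate acceptor beads (10 ug/mL final), 30 min dark, luminescence read.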
PI4K2A block: blocks human PI4K2A kinase activity; 420,000 compounds, 0.13% hits; activity change, negative = inhibition, % at 76.9 µM; purified PI4K2A, ADP-Glo luminescence, 1 h; hits give low values; AID 1346378; in the data active means activity change below about -50%; inconclusive means mostly about -30% to -49%;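 further: -100% = wells without enzyme as full effect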
Target sequence (Q9BTU6 whole entry, looked up): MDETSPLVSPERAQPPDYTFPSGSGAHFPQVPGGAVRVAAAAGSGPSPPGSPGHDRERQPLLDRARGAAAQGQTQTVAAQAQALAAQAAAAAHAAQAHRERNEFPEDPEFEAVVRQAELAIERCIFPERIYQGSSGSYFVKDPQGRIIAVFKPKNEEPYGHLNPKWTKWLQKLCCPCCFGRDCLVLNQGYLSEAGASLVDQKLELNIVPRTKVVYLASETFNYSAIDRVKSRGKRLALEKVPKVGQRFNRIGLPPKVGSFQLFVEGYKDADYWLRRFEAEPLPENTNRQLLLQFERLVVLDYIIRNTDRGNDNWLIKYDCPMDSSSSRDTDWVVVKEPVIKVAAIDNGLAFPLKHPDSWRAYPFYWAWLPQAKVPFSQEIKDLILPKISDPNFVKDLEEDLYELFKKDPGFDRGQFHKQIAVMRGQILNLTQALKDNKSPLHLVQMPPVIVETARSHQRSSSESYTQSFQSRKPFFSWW
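PI4K2A activity was measured by ADP-Glo luminescence: enzyme (4 ug/mL stock) and phosphatidylinositol (1.2 mM stock) in Tris pH 7.5/MgCl2/EGTA/Triton X-100 buffer were reacted with ATP (300 microM stock) for one hour at ambient temperature.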
ERG-DNA inh: inhibitors of human ERG Ets domain-DNA interaction | fluorescence polarization, His-ERG Ets domain / labelled DNA | AID 624246 | Potency, µM (titrated, usually from 76.9 µM), without a hit: top-dose FP activity, negative = inhibition, hits mostly inhibitors | 370,000 compounds, 0.028% hits; active means well fitted inhibition curve with a large enough effect in the polarisation, with a control signal flat; inconclusive means small, poorly fitted or top-dose-only effect, or effect the other way, or a change in a side signal; inactive means no such curve, though single readings can be large or run the other way; the % refers to the polarisation;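 further: polarization taken with two DNA probes labelled with fluorescein and Texas red; potency means the concentration at half of the fitted maximal effect; % of control where 0% means no effect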
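His-tagged ERG Ets domain (1 uM in the protein solution; 300mM KCl, 50mM Tris-HCl, 1mM EDTA, 1mM DTT, pH 7.5) received compound, then a probe mix of 5 nM fluorescein-DNA and 100nM Texas-615-DNA. Fluorescence polarization was read for both dyes.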
GLS inhibitor: glutaminase GLS (human) inhibition. GLS enzymatic activity, qHTS titration. Potency, µM (titrated, usually from 45.5 µM), for inactives: at the highest dose activity change, negative = inhibition, most hits filed as inhibitors. 410,000 compounds, 0.21% hits; further: potency means the concentration at half of the fitted maximal effect; on the % scale 0 is the no-effect control and ±100 the full control effect
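hKGA in 45 mM KH2PO4 (pH 8.2), 0.02% Tween-20 with compound, then 1mM L-Glutamine (stock as added) plus glutamate oxidase/HRP/Amplex red coupling mix. Fluorescence read initially and after 30 min at RT; signal change reflects glutamate formation.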
RGS4 inhibitor: blocks human RGS4-accelerated GTP hydrolysis. P49798. Transcreener GDP fluorescence polarization, RGS4-accelerated GTP hydrolysis. Potency, µM (series often up to 114 µM), without a hit: at the top dose activity change, negative = inhibition, actives largely listed as inhibitors. 390,000 compounds, 0.039% hits. AID 504845; further: potency means the concentration at half of the fitted maximal effect; on the % scale 0 is the no-effect control and ±100 the full control effect; nearly all actives have a fitted effect of over 75% in size; some results filed as inactive show a strong effect at the top dose
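MLSMR compounds (23 nl, pin-transferred) preincubated 10 min at room temperature with a 500nM (2x) first reagent, then RGS4 at 900nM (2x) plus Transcreener GDP mix added; fluorescence polarization (620/688 nm) read before and after 90 min at 30 °C.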
G9a block: inhibitors of human histone lysine methyltransferase G9a. Q96KQ7. G9a H3K9 monomethylation, AlphaScreen, 2 h. Potency, µM (highest dose often 102 µM), for inactives: at the top dose activity, negative = inhibition, usual class: inhibitors. 350,000 compounds, 8.8% hits. AID 504332; further: potency means the concentration at half of the fitted maximal effect; on the % scale 0 is the no-effect control and ±100 the full control effect; nearly all actives have a fitted effect of over 75% in size
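AlphaScreen detection with an anti-monomethyl H3K9 antibody quantified product after a 2 h room-temperature reaction containing 500 nM biotinylated H3K9 peptide, 20 µM SAM and 20 nM enzyme, which had been preincubated 15 min with compound.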
* marks the source's active call; other numbers are inactive results; ? = inconclusive; / = no result given; & = joins results of further samples; [ ] = dose if it differs, or a comment. Unless noted, the call rests on the fitted dose curve; in most records, active means well fitted curve in the direction sought with a large enough effect; inconclusive means small, poorly fitted or top-dose-only effect, or another doubt; inactive means no such curve, though single readings can be large; an effect the other way counts as inactive or inconclusive. An excerpt; the hit share may differ from the screen's.

JMJD2A Tudor	ALOX12 inh	BAZ2B block	HP1b binding inh	PI4K2A block	ERG-DNA inh	GLS inhibitor	RGS4 inhibitor	G9a block	structure
-8.8%	?	1.7%	2.4%	-17.1	-6.8%	10.3%	18.2%	19.1%[0.501 µM]	Cn1nc(-c2ccccc2)cc1NC(=O)c1ccccc1
-9.6%	0.9%&-16.8%	-23.5%[57.1 µM]	39.8%	-8.6	1.0%	2.0%	-7.2%	18.5%[0.501 µM]	CCc1cc(=O)oc2cc(C)cc(OC(C)C(=O)O)c12 (stereo not drawn)
?	25.5%	20µM*	43.3%[activator]	-1.8	-0.2%	-1.2%	-15.5%	?	Cc1cccc(Nc2nc(-c3ccccn3)cs2)n1
1.4%	-16.7%	-1.0%	31.5%	-1.7	-1.6%	1.6%	4.4%	17.8µM*	CC(=O)c1ccc2noc(-c3cccc(C)c3)c2c1
-21.0%	-9.1%	-24.6%	23.0%	0.7	0.2%	-20.2%	15.0%	-28.7%[59 µM]	COc1cccc(NC(=O)c2c(N3CCCC3=O)c3cc(C)ccc3n2C)c1
-7.5%	-0.1%	5.1%	28.0%	-10.6	-2.2%	-10.4%	-8.6%	20µM*	CCCOc1ccccc1/C=C(\C#N)C(=O)Nc1cccc(C)n1
0.6%	11.0%	7.6%	36.1%	12.3	-13.9%	34.6%[activator]	-10.9%	-9.4%	Cc1ccc(S(=O)(=O)NC(=O)Nc2c(C)n(C)n(-c3ccccc3)c2=O)cc1
-10.7%	?	-13.6%	22.0%	-1.7	4.5%	1.1%	-33.2%	-2.2%	CCOC(=O)c1ccc(NC(=O)N2CCN(c3cccc(OC)c3)CC2)cc1
-16.3%	-1.6%	-8.6%	21.0%	-5.0	18.9%	19.8%	11.6%	/	CSCC[C@H](NS(=O)(=O)c1ccc(C)cc1)C(=O)N1CCC(C(=O)N[C@@H](Cc2ccc(O)cc2)C(=O)O)CC1
?	-5.9%	0.4%	-6.5%	0.7	0.3%	-0.1%	21.2%	?	CC/C(=N/Nc1ccccc1Cl)c1cnnc(-c2ccccc2)n1
-13.9%	-11.6%	9.8%	27.9%	2.0	-1.5%	0.7%	18.7%	11.1%[12.7 µM]	CC(=O)c1ccc(S(=O)(=O)N2CCN(C(=O)c3ccc(-n4nc(C)c(Cl)c4C)cc3)CC2)cc1
-9.0%	4.4%	4.2%	25.9%	3.1	3.6%	?	33.3%	?	Cc1cc(C)c2c(=O)[nH]n(C3CCOC(C)(C)C3)c2n1 (stereo not drawn)
-10.4%	-5.0%	2.9%	35.7%	-0.8	-8.5%	3.7%	-19.7%	6.6%[12.7 µM]	COc1cccc(Cn2c(=S)[nH]c3ccc(N4CCOCC4)cc3c2=O)c1
-0.8%[57.1 µM]	8.8%	6.2%	39.4%[activator]	-2.8	-6.7%	2.9%	-14.2%	-32.3%	CCNC(=S)N1CCc2ccccc2C1
3.3%	44.3%[activator]	-2.4%	15.1%	0.6	8.0%	13.2%	-15.2%	?	CCOC(=O)C1=C(C)N(C)C(=O)NC1c1cccc(O)c1 (stereo not drawn)
-13.5%	-1.9%	21.0%	71.1%[activator]	-2.4	7.6%	4.3%	5.4%[56.9 µM]	13.6%	O=C(CSc1nnc(-c2cccnc2)o1)NNC(=O)c1ccc(Br)cc1
-1.4%	0.0%	-7.7%	43.0%[activator]	-1.6	-9.6%	1.6%	-28.0%	/	Cc1cc2ncn(CCOc3ccccc3)c2cc1C
?	?	?	9.0%	9.6	8.8%	-2.6%	-16.4%	79.4µM*	CC1Cc2cc(/C(O)=C3/C(=O)C(=O)N(CCN4CCOCC4)C3c3ccc([N+](=O)[O-])cc3)ccc2O1 (stereo not drawn)
20µM*	-27.3%	?	-15.6%	12.0	-0.9%	-12.6%	?	2.7%[12.7 µM]	COc1ccc(-c2cn3cc(C)ccc3n2)cc1F
5.3%	0.0%	0.7%	50.2%[activator]	6.4	15.7%	-4.4%	-1.5%	18.7%	CC(C)CCOC(=O)C(C)Sc1n[nH]c(=O)[nH]c1=O (stereo not drawn)
-23.3%	-1.8%	-36.9%	17.1%	-1.2	7.7%	-0.3%	-29.0%	-10.3%	COCCNC(=O)c1csc(Nc2cccc3ccccc23)n1
-8.9%	1.6%	-7.7%	9.8%	4.2	-2.8%	-2.6%	-6.3%	-3.2%	COc1ccc(CCNC(=O)CSc2ccc(-c3cccs3)nn2)cc1OC
2.5%	6.1%	-5.0%	13.9%	7.7	-13.3%	5.6%	-16.3%	27.2%[59 µM]	Cc1cc(-c2ccc(Cl)cc2)c(C#N)c(N)n1
11.3%	-3.5%	-0.5%	31.1%	-3.4	1.6%	-0.1%	-6.6%	16.1%[59 µM]	Clc1cccc(-c2csc(-c3nc(-c4ccc(Br)s4)cs3)n2)c1
?	0.0%	-34.1%&-31.5%	-15.4%	-26.4	-2.5%	18.3%	-43.8%	9.4%	O=C(Cc1cc(=O)[nH][nH]1)N/N=C/C=C/c1ccccc1
?	?	-33.7%[57.1 µM]	30.0%	-8.6	-11.8%	10.5%	3.9%	39.8µM*	Cc1nc2ccc(N=NC3=C(O)CCCC3=O)cc2s1
?	39.8µM*	50.1µM*	-15.8%	-2.5	5.2%	5.5%	-14.7%	?	c1ccc(CN2CCN(c3nc(NCc4ccco4)c4ccccc4n3)CC2)cc1
-10.3%	61.1%[activator]	-1.5%	0.3%	-0.7	0.0%	-1.2%	-2.7%	/	Cc1nn(C)c2ncc(C(N)=O)c(Oc3cccnc3)c12
-33.1%	?	?	6.6%	-3.0	3.0%	-2.4%	-22.5%	?	CC(C)=CCC/C(C)=C/CC/C(C)=C/CC/C(C)=C/CC1=C(C)C(=O)c2ccccc2C1=O
?	-3.9%	-21.0%	5.5%	0.0	-3.4%	5.9%	-56.9%[56.9 µM]	58.7%	Cc1cccc(NC(=O)CCS(=O)(=O)c2ccc3c(c2)NC(=O)CS3)n1
-6.2%	0.1%	-5.8%	33.4%	0.6	4.7%	0.0%	-34.6%	1.8%	COc1ccc(C(CNC(=O)C(CCSC)NC(=O)c2ccccc2Cl)N2CCOCC2)cc1 (stereo not drawn)
3.4%	-3.5%	-0.4%	40.4%[activator]	-0.6	-0.4%	14.4%	0.8%	-40.0%	CN(/C(=N\S(=O)(=O)c1ccccc1)c1ccccc1)c1ccc(O)cc1

Compound profiles, from the list above. Order of values: JMJD2A Tudor, ALOX12 inh, BAZ2B block, HP1b binding inh, PI4K2A block, ERG-DNA inh, GLS inhibitor, RGS4 inhibitor, G9a block
Entry for `Cc1ccc(S(=O)(=O)NC(=O)Nc2c(C)n(C)n(-c3ccccc3)c2=O)cc1` = 0.6%, 11.0%, 7.6%, 36.1%, 12.3, -13.9%, 34.6%[activator], -10.9%, -9.4%
Entry for `Cc1cccc(Nc2nc(-c3ccccn3)cs2)n1` = ?, 25.5%, 20µM*, 43.3%[activator], -1.8, -0.2%, -1.2%, -15.5%, ?
Entry for `Clc1cccc(-c2csc(-c3nc(-c4ccc(Br)s4)cs3)n2)c1` = 11.3%, -3.5%, -0.5%, 31.1%, -3.4, 1.6%, -0.1%, -6.6%, 16.1%[59 µM]

(list continues)
JMJD2A Tudor	ALOX12 inh	BAZ2B block	HP1b binding inh	PI4K2A block	ERG-DNA inh	GLS inhibitor	RGS4 inhibitor	G9a block	structure
-20.5%	22.3%	-1.1%	28.9%	1.6	-0.7%	-1.4%	-4.4%	50.1µM*	CCCOc1ccc(N2C(=O)CC(N3CCC(C(=O)OCC)CC3)C2=O)cc1 (stereo not drawn)
?	-11.7%	-16.6%	17.2%	1.1	-1.6%	9.0%	21.1%	16.1%[59 µM]	O=C1N/C(=C\c2ccsc2)C(=O)N1Cc1ccc(F)cc1
-11.3%	2.7%	-15.1%	13.6%	-1.2	-6.3%	-1.3%	17.8%	1.3%	CCc1ccc(-c2ccc(SCC(=O)NCC3CCCO3)nn2)cc1 (stereo not drawn)
0.6%	26.6%	10.2%	19.6%	9.8	-2.6%	2.4%	11.8%	4.0%[12.7 µM]	CCOc1c(Cl)cc(C2NC(=O)NC(C)=C2C(=O)NCc2ccccc2)cc1OC (stereo not drawn)
-2.6%	-13.7%	3.5%	59.9%[activator]	8.9	1.4%	1.2%	-14.2%	13.1%[2.33 µM]	CCc1c(C)nc2ncnn2c1N1CCC(C(=O)Nc2ccc(C)cc2)CC1
-8.0%	-34.7%	-7.5%	16.8%	2.5	7.3%	3.7%	12.8%	26.7%[12.7 µM]	O=C1C2C3C=CC(C3)C2C(=O)N1c1ccc(Cc2ccncc2)cc1 (stereo not drawn)
?	-15.1%	/	-21.6%[57 µM]	-9.4	-5.7%	-5.1%	-13.2%	/	Nc1cc(OCc2ccccc2)ccc1OCc1ccccc1
-8.1%	11.6%	5.5%	20.3%	-5.5	-11.7%	-5.2%	-6.3%	14.6%[2.33 µM]	CCCOc1ccc(C(=O)NNC(=O)CCNC(=O)c2ccccc2Cl)cc1OC
3.4%	-1.9%	/	34.0%	-6.2	-13.0%	-2.7%	3.4%	/	CN(CC(=O)NCCc1ccc(S(N)(=O)=O)cc1)CC(=O)Nc1ccc(F)c(F)c1F
-21.9%	0.0%	/	33.4%	-2.1	-0.5%	1.3%	-1.4%	/	Cc1ccccc1-c1cccc([C@@H]2C[C@H]3[C@H](CON3C)CN2S(=O)(=O)c2ccccc2C)c1
